# Shiga toxin inh: blocks Shiga toxin action in Vero cells; inhibition, % at 38.7 µM; Vero cells, Shiga toxin protein synthesis inhibition reporter; hit rate 9.2% among 290,000; in the data active means inhibition mostly above about 28%, no sharp cut-off; inactive means mostly below about 43%; further: 0% is about no effect
# Pf growth 48h: P. falciparum growth inhibition at 48 hours (one generation); P. falciparum luciferase growth in erythrocytes, 48 h; Potency, µM (titrated, usually from 28.7 µM), for inactives: at the top dose activity change, negative = inhibition, hits mostly inhibitors; hit rate 5.9% among 310,000; further: potency means the concentration at half of the fitted maximal effect; on the % scale 0 is the no-effect control and ±100 the full control effect
#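 Erythrocytes infected with P. falciparum carrying an integrated firefly luciferase reporter (2% hematocrit, 0.1% parasitemia final) were exposed to compounds in RPMI 1640 with 0.5% Albumax at 37 C, 5% CO2. Growth inhibition was scored as reduced luminescence.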
# CHX counter: affects cycloheximide protein synthesis inhibition readout, counter-screen; cell reporter, cycloheximide protein synthesis inhibition counterscreen; max response, %; AID 2314; hit rate 12% among 300,000; in the data active means max response mostly above about 13%, no sharp cut-off; inactive means mostly below about 14%; further: read at 38.3 µM for the half of the compounds with a filed dose; 0% is about no effect
# TbPYK inhibitor: blocks Trypanosoma brucei pyruvate kinase. Q57TT1. TbPYK enzyme, Kinase-Glo Plus ATP luminescence, 45 min. Potency, µM (titrated, usually from 76.8 µM), without a hit: at the highest dose activity, negative = inhibition, most hits filed as inhibitors. hit rate 0.12% among 410,000. AID 624173; further: potency means the concentration at half of the fitted maximal effect; on the % scale 0 is the no-effect control and ±100 the full control effect; nearly all actives have a fitted effect of over 50% in size
#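 In this concentration-response screen, enzyme-free wells defined baseline while DMSO plates tracked drift. Each reaction combined TbPYK, substrate, compound and 130 uM ADP for 45 min at room temperature. Kinase-Glo Plus luminescence gave the signal.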
# Pf growth 96h: P. falciparum growth inhibition at 96 hours. P. falciparum luciferase reporter growth, 96 h. hit rate 6.9% among 320,000. Potency, µM (doses to about 28.7 µM), without a hit: at the highest dose activity change, negative = inhibition, most hits filed as inhibitors; further: potency means the concentration at half of the fitted maximal effect; on the % scale 0 is the no-effect control and ±100 the full control effect
#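 Two parasite generations (96 h, 37 C, 5% CO2) of compound exposure in infected erythrocytes (0.05% parasitemia, 2% hematocrit). Luciferase-reporter P. falciparum; decreased luminescence indicates inhibited growth, aimed at apicoplast-acting delayed death.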
# AmpC inh no detg: AmpC beta-lactamase inhibition without detergent; P00811; AmpC nitrocefin hydrolysis, absorbance 480 nm, 0.0001% Triton; Potency, µM (top dose mostly 57.1 µM), for the others: top-dose activity change, negative = inhibition, hits mostly inhibitors; hit rate 0.52% among 330,000;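 further: potency means the concentration at half of the fitted maximal effect; plate controls were no compound for no effect and no enzyme for full effect; nearly all actives have a fitted effect of over 20% in size; some results filed as inactive show a strong effect at the top dose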
# Target sequence (P00811 whole entry, looked up): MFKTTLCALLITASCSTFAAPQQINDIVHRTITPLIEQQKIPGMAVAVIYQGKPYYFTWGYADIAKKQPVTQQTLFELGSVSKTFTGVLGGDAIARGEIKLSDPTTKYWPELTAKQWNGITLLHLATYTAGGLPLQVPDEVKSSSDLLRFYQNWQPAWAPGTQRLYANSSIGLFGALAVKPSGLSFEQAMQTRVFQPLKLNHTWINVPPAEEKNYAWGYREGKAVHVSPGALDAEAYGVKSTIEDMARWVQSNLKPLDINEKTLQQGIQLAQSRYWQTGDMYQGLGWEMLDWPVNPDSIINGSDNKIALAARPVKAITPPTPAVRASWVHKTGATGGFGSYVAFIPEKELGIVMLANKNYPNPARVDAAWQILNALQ
#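 20 mM phosphate pH 7.0 + 0.01% (detergent screen) or 0.0001% Triton X-100; 5.3 nM AmpC reagent; cpd preinc 15 min RT; nitrocefin (800 uM stock) to start; A480 q20 s × 4 min; Activity was normalised to no-enzyme and no-compound control wells.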
# LmPK inh: inhibitors of Leishmania mexicana pyruvate kinase; Q27686; purified LmPK, Kinase-Glo ATP luminescence, 1 h; Potency, µM (titrated, usually from 57.5 µM), for the others: top-dose activity change, negative = inhibition, actives largely listed as inhibitors; hit rate 0.37% among 290,000; further: potency means the concentration at half of the fitted maximal effect; on the % scale 0 is the no-effect control and ±100 the full control effect
# Target sequence (Q27686 whole entry, looked up): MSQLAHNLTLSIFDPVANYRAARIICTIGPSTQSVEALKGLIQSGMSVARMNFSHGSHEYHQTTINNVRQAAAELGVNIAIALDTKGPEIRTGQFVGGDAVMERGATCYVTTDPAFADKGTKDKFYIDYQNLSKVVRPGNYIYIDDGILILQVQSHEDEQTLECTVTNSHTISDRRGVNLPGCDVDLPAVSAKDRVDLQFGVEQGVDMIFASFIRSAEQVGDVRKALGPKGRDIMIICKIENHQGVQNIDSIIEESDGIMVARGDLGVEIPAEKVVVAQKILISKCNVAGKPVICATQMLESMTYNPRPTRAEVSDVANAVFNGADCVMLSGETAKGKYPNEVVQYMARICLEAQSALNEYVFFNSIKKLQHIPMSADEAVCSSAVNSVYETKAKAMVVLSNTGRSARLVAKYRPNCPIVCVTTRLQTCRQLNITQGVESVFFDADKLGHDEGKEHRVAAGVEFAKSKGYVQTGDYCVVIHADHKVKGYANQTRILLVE
#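 qHTS format; LmPK 0.1 nM; substrates PEP 0.5 mM and ADP 0.1 mM. One-hour room-temperature incubation, then coupled luciferase luminescence; 0.5 nM enzyme wells mark activation.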
# Active calls of the source: *; ? = inconclusive; . = no result given; & = joins results of further samples; [ ] = another dose, or the depositor's remark. Unless noted, the call rests on the fitted dose curve; in most records, active means well fitted curve in the direction sought with a large enough effect; inconclusive means small, poorly fitted or top-dose-only effect, or another doubt; inactive means no such curve, though single readings can be large; an effect the other way counts as inactive or inconclusive.
# Start of the listing, in advance, 7 compounds:
entry	Compound	Shiga toxin inh	Pf growth 48h	CHX counter	TbPYK inhibitor	Pf growth 96h	AmpC inh no detg	LmPK inh
1	COc1ccc(S(=O)(=O)NC2CCSc3ccccc32)cc1OC (stereo not drawn)	-2	-4%	-3	1%	1%	-28%	1%
2	CNC(=O)/C(=N\O)c1ccccc1	45*	46%[activator]	15	.	9.3µM*	-10%	-2%
3	CN1CCN(NC(=O)c2cc([N+](=O)[O-])cc([N+](=O)[O-])c2)CC1	-22	?	-3	-1%	?	-8%	-1%
4	COc1cc(C2C(C#N)=C(N)Oc3cc(C)oc(=O)c32)cc(OC)c1OC (stereo not drawn)	-10	-30%	1	-5%	-8%	-7%	-1%
5	CC(=O)NC(CC(=O)OCC(=O)N1c2ccccc2NC(=O)C1(C)C)c1ccccc1 (stereo not drawn)	.	-19%	.	-10%	-15%	-7%	.
6	CC1=CC(C)(C)Nc2ccc(OC(=O)CN3C(=O)c4cccc5cccc(c45)C3=O)cc21	56	7.4µM*	10	?	?	-24%	-1%
7	CC(C)(C)N(Cc1ccccc1)C(=O)COC(=O)C1=NN(c2ccccc2)C(=O)CC1	.	43%[activator]	.	-8%	51%[activator]	76%[activator]	.

# All compounds of this part, from the first entry:
entry	Compound	Shiga toxin inh	Pf growth 48h	CHX counter	TbPYK inhibitor	Pf growth 96h	AmpC inh no detg	LmPK inh
1	COc1ccc(S(=O)(=O)NC2CCSc3ccccc32)cc1OC (stereo not drawn)	-2	-4%	-3	1%	1%	-28%	1%
2	CNC(=O)/C(=N\O)c1ccccc1	45*	46%[activator]	15	.	9.3µM*	-10%	-2%
3	CN1CCN(NC(=O)c2cc([N+](=O)[O-])cc([N+](=O)[O-])c2)CC1	-22	?	-3	-1%	?	-8%	-1%
4	COc1cc(C2C(C#N)=C(N)Oc3cc(C)oc(=O)c32)cc(OC)c1OC (stereo not drawn)	-10	-30%	1	-5%	-8%	-7%	-1%
5	CC(=O)NC(CC(=O)OCC(=O)N1c2ccccc2NC(=O)C1(C)C)c1ccccc1 (stereo not drawn)	.	-19%	.	-10%	-15%	-7%	.
6	CC1=CC(C)(C)Nc2ccc(OC(=O)CN3C(=O)c4cccc5cccc(c45)C3=O)cc21	56	7.4µM*	10	?	?	-24%	-1%
7	CC(C)(C)N(Cc1ccccc1)C(=O)COC(=O)C1=NN(c2ccccc2)C(=O)CC1	.	43%[activator]	.	-8%	51%[activator]	76%[activator]	.
8	CCN(C(=O)CN1C(=O)S/C(=C\C=C\c2ccccc2)C1=O)C1CCS(=O)(=O)C1 (stereo not drawn)	-5	7.4µM*	-2	-6%	4.1µM*	79%[activator]	1%
9	CCCCNC(=S)NC(C)(C)CO	-16	7%	2	0%	12%	-7%	-1%
10	O=C(N/N=C/c1ccco1)c1ccc(C(=O)N/N=C/c2ccco2)o1	-4	4%	12	5%	4%	-51%	7%
11	O=C(CNC(=O)c1ccc([N+](=O)[O-])cc1)c1ccccc1	95*	112%[activator]	46*	5%	175%[activator]	-4%	3%
12	CN(C)c1ccc(/C(=N\O)c2ccccc2)cc1	83*	61%[activator]	35*	-3%	59%[activator]	-21%	-1%
13	CN(C(=O)c1ccccc1Cl)c1ccccc1C(=O)NCCc1ccccc1	1	-18%	8	-4%	-5%	-9%	0%
14	CCCCN1C(=O)c2ccc(C(=O)NCc3ccco3)cc2C1=O	15	-2%	5	-5%	-22%	-4%	2%
15	O=C(CSc1nc2ccccc2c(=O)[nH]1)c1ccc(O)cc1O	28	42%[activator]	20	1%	6%	-48%	1%
16	Cc1ccc(-c2nn3c(C)nnc3s2)cc1NC(=O)c1cccnc1	-4	14%	1	-8%	37%[activator]	-16%	4%
17	COc1ccc(CP(=O)(c2ccccc2)c2ccccc2)cc1	8	?	-3	-1%	?	-10%	2%
18	COC(c1ccccc1)c1nnc(CCC(=O)N(C)C(C2CC2)C2CC2)o1 (stereo not drawn)	84*	14%	50*	3%	2%	30%	-9%
19	CCC(C)NC(=O)C(=O)NCc1ccccn1 (stereo not drawn)	5	5%	-2	1%	13%	-9%	1%
20	CCCCN1C(=O)C(O)(CC(=O)c2ccccn2)c2ccccc21 (stereo not drawn)	6	-1%	18	-7%	?	-20%	-2%
21	CC(=O)OC1N=C(c2ccccc2Cl)c2cc(Br)ccc2N(C)C1=O (stereo not drawn)	-10	7%	-2	1%	-6%	86%[activator]	-2%
22	Cc1cccc(NC(=O)c2cc3cc([N+](=O)[O-])ccc3s2)n1	56	118%[activator]	19*	-1%	162%[activator]	-22%	1%
23	O=C(/C=C/c1ccc(S(=O)(=O)N2CCOCC2)cc1)NC(=S)Nc1ccc(N2CCOCC2)cc1	-5	-13%	9	0%	?	53%	1%
24	Cc1cc(N2CCOCC2)n2nc(C)c(-c3ccccc3Cl)c2n1	1	?	-7	-2%	5.2µM*	83%[activator]	-2%
25	C=CCNc1nc(N)c(C(=O)Nc2cc(C)on2)s1	38*	115%[activator]	19*	-1%	.	-9%	-25%
26	N#Cc1c(CSCC(=O)O)cc(=O)n2c1[nH]c1ccccc12	-10	6%	-3	-14%	-4%	-22%	-15%
27	Cc1ccccc1NC(=S)N(CCN1CCOCC1)Cc1ccccc1F	-8	-5%	6	-1%	32%[activator]	23%	-11%
28	Cc1ccc(NC(=O)CSc2nncn2N)cc1C	1	1%	3	3%	?	-15%	-5%
29	O=C(N/N=C/c1ccncc1)c1ccccc1	55*	22%	21*	-9%	52%[activator]	-11%	-7%
30	NC(=NCCc1ccccc1)NS(=O)(=O)c1ccc2ccccc2c1	-6	16%	-2	-1%	42%[activator]	-14%	-3%
31	COCC(C)n1c(SCC(=O)N2CCc3ccccc3C2)nc2ccccc2c1=O (stereo not drawn)	-12	?	-1	1%	7.4µM*	170%[activator]	-1%
32	CC(C)c1ccc(OCC(=O)NC(C)c2ccccc2)cc1 (stereo not drawn)	-1	20%	10	-10%	13µM*	18%	1%
33	O=S(=O)(c1ccc(F)c(F)c1)N1CCN(c2ccccn2)CC1	-5	3%	-4	-3%	?	3%	-8%
34	CC(C)[C@H](NC(=O)[C@@H]1Cc2ccccc2CN1)C(=O)Nc1ccc2c(c1)OCO2	37	?	23*	-1%	?	-7%	0%
35	CCCCCc1ccc(C(=O)CCCC)c(=S)[nH]1	27	?	10	1%	-6%	-19%	3%
36	C#Cc1ccc(CN2CCC(Oc3cc(C(=O)NC4CC4)ccc3OC)CC2)cc1	-5	13µM*	1	-2%	-1%	44%	-2%
37	CCOC(=O)CCc1nc2ccccc2[nH]1	39	.	0	-3%	.	-11%	0%
38	CCOC(=O)N1CCC(NCCNC(=O)c2ccc(Cl)cc2)CC1	-6	11%	-1	-19%	?	-10%	0%
39	Clc1cccc(C2Nc3cccc4cccc(c34)N2)c1	-7	7.4µM*	1	-21%	63%[activator]	-29%	-1%
40	Cc1cc(C(N)=O)c2cc(Br)ccc2n1	-10	18%	0	-6%	-12%[5.75 µM]	-20%	-6%

[41] Cc1c(NC(=S)NNC(=O)CCC(=O)O)c(=O)n(-c2ccccc2)n1C
[42] Cc1cc(C)nc(NS(=O)(=O)c2ccc(NS(=O)(=O)c3ccccc3)cc2)n1
[43] COC(=O)C1=C(C)N(Cc2ccccc2)C(=S)N[C@H]1CCc1ccccc1
[44] Cc1cc(C(=O)CN2C(=O)NC(C)(CC(C)C)C2=O)c(C)n1-c1ccc2c(c1)OCO2 (stereo not drawn)
[45] O=C(/C=C/c1cccs1)Nc1cccc(NC(=O)/C=C/c2cccs2)n1
assay / entry	41	42	43	44	45
Shiga toxin inh	2	-16	3	-7	90*
Pf growth 48h	8%	.	?	?	49%[activator]
CHX counter	-5	-2	-2	-2	40*
TbPYK inhibitor	-7%	-1%	.	-8%	4%
Pf growth 96h	32%[activator]	-6%	-6%	4.1µM*	-17%
AmpC inh no detg	-11%	-24%	-29%	17%	-57%
LmPK inh	-6%	2%	-1%	5%	-12%

[46] Cc1cc(C)n(-c2ccc(Cl)c(C(=O)NCc3ccccc3)n2)n1
[47] O=C(NCc1ccco1)C1CCN(S(=O)(=O)N2CCC3(CC2)OCCO3)CC1
[48] COc1cc(/C=N/n2nnnc2N)ccc1OCC(N)=O
[49] CCCc1nnc(NC(=O)CCC(=O)N2CCN(Cc3ccc(C)cc3C)CC2)s1
[50] CC(=O)c1cc(CN2CCC(N3CCC(C(=O)NC(C)C)CC3)CC2)cs1
assay / entry	46	47	48	49	50
Shiga toxin inh	7	-3	.	-6	-3
Pf growth 48h	-12%[5.75 µM]	4%	52%[activator]	-1%	-5%
CHX counter	0	1	-3	-2	-4
TbPYK inhibitor	0%	4%	2%	-24%	2%
Pf growth 96h	-1%	?	29%	-19%	1%
AmpC inh no detg	-10%[2.29 µM]	-9%	-8%	121%[activator]	-16%
LmPK inh	1%	1%	3%	0%	2%

[51] Cc1sc2nc(-c3ccccc3)[nH]c(=O)c2c1-c1ccccc1
[52] CCC(=O)c1ccc(N2CCN(C(=O)c3ccccc3F)CC2)c(F)c1
[53] CC1(C)SC2C(NC(=O)COc3ccccc3)C(=O)N2C1C(=O)O (stereo not drawn)
[54] COc1ccccc1NC(=O)C(C)OC(=O)Cc1ccsc1 (stereo not drawn)
[55] Cc1ccc(-c2cc(Cc3ccc(N(C)C)cc3)c(=O)[nH]n2)cc1
assay / entry	51	52	53	54	55
Shiga toxin inh	-5	-5	-6	.	16
Pf growth 48h	17%	28%	21%&11%	9%	30%[activator]
CHX counter	-4	20	-1	.	-2
TbPYK inhibitor	.	-4%	0%&-4%	-1%	-4%
Pf growth 96h	16%	0%	-1%&4%	14%	0%
AmpC inh no detg	-18%	46%	-24%&-21%	-12%	-11%
LmPK inh	1%	-1%	3%	.	1%

[56] O=C(O)C1CC(=O)N(CCc2c[nH]c3ccccc23)C1 (stereo not drawn)
[57] COc1ccc(S(=O)(=O)N2CCC(NC(=O)c3cccc(F)c3)CC2)cc1
[58] Cc1ccc2nc(N=C(N)N)nc(C)c2c1
[59] CC[N+](C)(CC)CC(O)COCC1COc2ccccc2O1 (stereo not drawn)
[60] O=C(NCc1nnc2c(C(F)(F)F)cc(Cl)cn12)C1CCCC1
[61] Cc1ccc(/C=N/NC(=O)C(C)NC(=O)c2ccccc2)cc1 (stereo not drawn)
[62] COc1ccccc1NC(=O)COc1ccc(C(=O)NCc2ccccc2)cc1OC
assay / entry	56	57	58	59	60	61	62
Shiga toxin inh	-6	9	-18	-3	13	15	.
Pf growth 48h	19%	?	?	?	-6%	0%	13µM*
CHX counter	-3	-2	-1	-3	-2	-2	.
TbPYK inhibitor	-9%	-15%	-17%	-7%	57%[activator]	4%	-1%
Pf growth 96h	0%	?	20%	15%	16%	0%	?
AmpC inh no detg	-16%	-12%	10µM*	-6%	-5%	-30%	-27%
LmPK inh	-3%	-1%	-7%	5%	-1%	-7%	.

# Screens: PubChem BioAssay, National Center for Advancing Translational Sciences (NCATS)
